From PubChem
rCAG binder: binds r(CAG) RNA repeats; r(CAG) RNA repeat, TO-PRO-1 dye displacement fluorescence; actives 1.3% (n = 370,000); inhibition, % at 3 µM; AID 651821;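 active = inhibition above the plate cutoff, the mean of all test compounds on that plate plus 3 SD, cut at about 35% in these data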;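 also: 0% = DMSO alone and 100% = 100 µM mitoxantrone as full dye displacement; higher means more dye released from RNA so lower well fluorescence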
MBD2 inh: MBD2-methylated oligo binding inhibition. TR-FRET, MBD2 binding to methylated oligonucleotide. inhibition, % at 4.4 µM. actives 0.31% (n = 370,000). AID 686964; in the data active = inhibition above about 13%
TCR-CD3 inh: human TCR-CD3 binding inhibition; TAMRA-labeled TCR probe fluorescence, biochemical; inhibition, % at 9.4 µM; actives 0.37% (n = 360,000); in the data active = inhibition above about 19%;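 also: recombinant mutant TCR 2C K166C tagged with TAMRA read by polarization; 0% = receptor in buffer alone and 100% = receptor with positive control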
PRMT1 FP inh: blocks human protein arginine methyltransferase 1; recombinant PRMT1, activity-based probe fluorescence polarization; inhibition, % at 2.79 µM; actives 1.3% (n = 370,000); AID 652257;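 active = inhibition above about 21% made by adding two undisclosed values, limit read from the data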
HTRA1 inhibitor: blocks human HTRA1 serine peptidase. recombinant HTRA1, FP-rhodamine activity-based probe, fluorescence polarization. actives 0.5% (n = 340,000). inhibition, % at 5.96 µM. Q92743; in the data active = inhibition above about 36%;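 also: 0% = enzyme with DMSO and 100% = wells lacking enzyme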
SIAE inh: inhibitors of human sialic acid acetylesterase SIAE; inhibition, % at 9.66 µM; Q9HAT2; SIAE FP-Rh probe binding, fluorescence polarization; actives 0.69% (n = 370,000); AID 1053197;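 active = inhibition above a cutoff: mean of compounds within the control limits plus 3 SD of those, cut at about 17% in these data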;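 also: 0% = plate median of compound wells and 100% = probe without SIAE protein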
TDP2 absorb: blocks human TDP2 phosphodiesterase activity; O95551; recombinant TDP2, T5PNP hydrolysis, p-nitrophenol absorbance 415 nm; inhibition, % at 12.8 µM; actives 0.34% (n = 370,000); AID 720702;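 active = inhibition above the mean of all tested compounds plus 3 SD, set per campaign, cut at about 25% in these data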;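 also: 0% = DMSO with enzyme and 100% = buffer with substrate but no TDP2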
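Assay system: Recombinant human TDP2 | Quantity: 120 nM TDP2 per well | Incubation: 2 h at 37 °C | Signal: Epi absorbance | Evaluation: Percent inhibition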
GC-B act: GC-B (human) receptor activation. HEK293-GC-B cells, CNP EC30, cGMP TR-FRET; 0% at EC30 CNP, 100% saturating CNP. activation, % at 10 µM. actives 0.11% (n = 370,000). AID 1920062;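 active = activation at 10 µM reaching about 35% in either raw or pattern-adjusted values, limit read from the data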
Target sequence (P20594 whole entry, looked up): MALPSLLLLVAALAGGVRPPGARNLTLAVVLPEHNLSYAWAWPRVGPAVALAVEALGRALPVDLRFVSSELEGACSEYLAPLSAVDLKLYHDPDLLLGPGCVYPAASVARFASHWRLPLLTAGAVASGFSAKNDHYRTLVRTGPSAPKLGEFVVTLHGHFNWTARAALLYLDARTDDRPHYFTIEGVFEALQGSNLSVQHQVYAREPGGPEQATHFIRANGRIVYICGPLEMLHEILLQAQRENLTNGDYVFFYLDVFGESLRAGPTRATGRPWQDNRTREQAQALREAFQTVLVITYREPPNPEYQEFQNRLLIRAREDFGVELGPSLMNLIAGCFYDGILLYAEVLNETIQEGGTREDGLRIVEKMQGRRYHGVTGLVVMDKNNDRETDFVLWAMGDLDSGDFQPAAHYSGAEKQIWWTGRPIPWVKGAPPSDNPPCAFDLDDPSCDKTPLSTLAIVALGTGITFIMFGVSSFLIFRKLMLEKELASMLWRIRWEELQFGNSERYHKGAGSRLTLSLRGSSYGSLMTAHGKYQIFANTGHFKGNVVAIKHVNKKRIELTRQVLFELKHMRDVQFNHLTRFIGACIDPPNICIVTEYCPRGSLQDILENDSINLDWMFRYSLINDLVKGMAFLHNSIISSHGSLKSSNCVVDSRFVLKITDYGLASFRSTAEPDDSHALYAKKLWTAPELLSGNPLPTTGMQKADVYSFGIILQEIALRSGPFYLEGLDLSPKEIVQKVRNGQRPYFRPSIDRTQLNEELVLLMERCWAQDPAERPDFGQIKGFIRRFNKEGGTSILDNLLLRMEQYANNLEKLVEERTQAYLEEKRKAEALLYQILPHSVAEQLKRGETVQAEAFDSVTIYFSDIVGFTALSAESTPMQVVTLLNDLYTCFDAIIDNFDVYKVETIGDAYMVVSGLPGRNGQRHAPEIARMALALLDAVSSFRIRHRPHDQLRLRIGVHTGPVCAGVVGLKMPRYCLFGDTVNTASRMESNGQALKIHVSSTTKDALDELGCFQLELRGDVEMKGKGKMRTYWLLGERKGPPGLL
ABHD4 inh: inhibitors of mouse ABHD4 | purified mABHD4, FP-Rh probe fluorescence polarization | AID 720543 | Q8VD66 | actives 0.54% (n = 370,000) | inhibition, % at 8.92 µM;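 active = inhibition exceeding the mean over every tested compound plus 3 SD, cut at about 30% in these data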;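 also: 0% = plate median of compound wells and 100% = S159A mutant with DMSO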
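Test system: mABHD4 protein; Read-out basis: % inhibition; Incubation: 45 min + 60 min at 25 °C; Repeats: single replicate; Technique: fluorescence polarization with parallel and perpendicular emission, 525/598 nm; Compound: 8.92 µM, single dose; Benchmarks: full inhibition S159A mutant plus DMSO, zero as sample-well median.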
LEDGF integ inh: blocks HIV-1 LEDGF/p75-dependent DNA integration; TR-FRET IN-LEDGF/p75 DNA integration, Eu/Cy5; inhibition, % at 3.7 µM; actives 0.64% (n = 370,000); AID 743269;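 active = inhibition above the screen-wide mean plus 3 SD, cut at about 13% in these data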;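 also: signal is the Cy5 over europium emission ratio at 671 and 618 nm; 0% = plate median of compound wells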
An asterisk follows results filed as active; / = not tested or not shown.

SMILES	rCAG binder	MBD2 inh	TCR-CD3 inh	PRMT1 FP inh	HTRA1 inhibitor	SIAE inh	TDP2 absorb	GC-B act	ABHD4 inh	LEDGF integ inh
CC1(C)Cc2c(c(N3CCOCC3)nc3snc(NC(=O)c4ccccc4)c23)CO1	1	7	-1	-2	7	-3	-3	6	2	0
NC(=O)C1CCN(c2ncccc2[N+](=O)[O-])CC1	1	2	3	-3	3	1	0	-1	1	0
CCCCC(=O)NC(c1ccccc1OC)c1ccc2cccnc2c1O (centres undefined)	1	2	-11	-1	60*	14	-23	-1	11	-8
CCCOc1nnnn1-c1ccccc1	-1	3	-6	0	9	11	5	3	-5	1
CN(C)C(=S)NC(=O)C(c1ccccc1)c1ccccc1	-2	-1	3	-2	4	1	5	4	1	-1
CN(c1ccc(Cl)cc1)S(=O)(=O)c1nnc(NC(=O)c2ccco2)s1	39*	3	4	1	-14	-7	-14	5	-7	2
COc1ccc(C(=O)Nc2ccc([N+](=O)[O-])cn2)c(OC)c1	-2	3	3	0	0	0	10	-1	1	0
Cc1[nH]nc2c1C(c1ccc3c(c1)OCO3)N(Cc1ccccc1)C2=O (centres undefined)	4	-1	-1	-1	/	1	-2	-4	-8	-2
COc1ccc(OC)c(C(=O)NC2CC(C)(C)Cc3c2cnn3-c2ccccc2)c1 (centres undefined)	-6	-3	7	-1	-26	-2	0	3	4	-1
O=C1Cc2ccccc2Sc2c(OCCN3CCCCC3)cccc21	-3	-9	9	1	2	2	-8	-1	-13	0
CCCSc1ccc(C(=O)Nc2ccc(F)cc2F)cn1	-2	2	4	-3	-1	-3	-14	9	-4	2
COc1cc(-c2nnc(NC(=O)CCS(=O)(=O)c3ccc(F)cc3)o2)cc(OC)c1OC	4	-2	10	0	-2	-9	-3	3	-4	6
Cc1ccc(CN2CCN(/N=C/c3cc(Br)ccc3F)CC2)cc1	-6	2	1	-1	4	0	7	-8	-7	2
Nc1c(-c2cccc(Cl)c2)cnn1-c1cccc([N+](=O)[O-])c1	0	2	-9	1	-6	-3	-8	2	-3	-2
CCOC(=O)c1sc2nc(C)nc(Nc3ccc(OC)c(OC)c3)c2c1C	-1	0	4	2	/	-6	0	6	3	1
CCCOc1ccc(NC(=O)CNC(=O)c2cc(OC)cc(OC)c2)cc1OCCC	-1	1	-14	6	7	6	-1	9	7	-1
O=C(c1ccc(COc2ccccc2)o1)N1CCN(S(=O)(=O)c2ccccc2Cl)CC1	6	-4	-3	4	-19	4	0	-3	-11	-1
COC(=O)C1CCN(c2cc(Cl)nc(N)n2)CC1	2	5	0	3	10	-2	5	-2	-3	1
Cc1cc(NC(=O)C(C)SCC(=O)OCc2ccc(Cl)cc2Cl)no1 (centres undefined)	2	-1	-3	-1	-23	-3	-2	1	-4	-2
CN(NC(=O)COc1ccccc1)C1=NS(=O)(=O)c2ccccc21	0	0	2	3	-1	1	-8	-1	9	-1
CCCCC(=O)Nc1ccc(C(N)=O)cc1	4	-5	6	2	-4	0	7	0	1	-3
COc1ccccc1OCC(=O)OC/C(O)=C(\C#N)c1nc2ccccc2[nH]1	12	0	-3	-2	14	1	-2	-3	17	1
COC(=O)c1ccc2nc(-c3ccc(C#N)cc3)c(Cc3ccsc3)n2c1	14	5	-5	4	/	-4	2	17	2	0
CC1(C)Cc2c(C#N)c(SCCC#N)nc(N3CCOCC3)c2CO1	-2	0	5	0	6	3	6	6	2	-2
Cc1ccc(C2(C)NC(=O)N(CC(=O)NC(=O)NCCC(C)C)C2=O)cc1 (centres undefined)	-7	1	3	-1	3	17	-6	2	1	4
CC(C(=O)N1CCOCC1)N1C(=O)C2C3C=CC(C4CC34)C2C1=O (centres undefined)	5	1	1	0	11	-4	-4	-1	-1	-2
CCCN(CCC)C(=O)C1CCCN(S(=O)(=O)c2ccc3c(c2)oc(=O)n3C)C1 (centres undefined)	-5	5	2	-6	-1	2	-9	0	5	0
CC1=Nc2ccccc2N=C(NC(=O)CSC(=S)N2CCN(C)CC2)C1c1ccccc1 (centres undefined)	-3	-10	-1	-1	2	-4	-13	-15	-9	5
Clc1ccc(-c2csc(NNC3=NCCCCC3)n2)cc1	2	2	5	18	9	6	5	-4	22	-1
CC1CCc2nc3ccccc3c(C(=O)OCC(=O)NC3CCS(=O)(=O)C3)c2C1 (centres undefined)	-2	1	-1	-2	-1	-2	10	-1	3	-2
CC1CCc2c(sc(NC(=O)/C=C/c3cccs3)c2C(=O)O)C1 (centres undefined)	46*	-2	-3	-1	-2	-1	-7	5	2	31*
CC(NC(=O)/C(C#N)=C/c1ccco1)c1ccccc1 (centres undefined)	3	-3	-4	6	-2	-3	-13	-2	4	-8
COc1cc(N)c(Cl)cc1C(=O)OCC(=O)Nc1cccnc1Cl	-1	-5	4	1	-2	-3	16	0	-4	-1
COc1ccc(C(=O)Nc2cccc(NC(=O)c3ccc(OC)cc3OC)n2)c(OC)c1	2	-1	-2	3	-5	-3	6	-3	-1	-1
Cc1c(NC(=O)C(C)OC(=O)c2cccc(S(=O)(=O)N3CCOCC3)c2)c(=O)n(-c2ccccc2)n1C (centres undefined)	-3	4	4	-2	/	9	23	5	-2	0
Cc1ccc(S(=O)(=O)Nc2ccc(N3CCOCC3)cc2)cc1C	-2	3	-2	0	-6	3	0	0	4	-5
COc1ccccc1N1C(=O)c2ccccc2NC1c1cc(OC)c(OC)c(OC)c1 (centres undefined)	-2	-4	6	3	3	0	0	-5	-7	0
Cc1cc(C)cc(N(CC(=O)NC2CCCC2)S(=O)(=O)c2c(C)[nH]c(=O)[nH]c2=O)c1	3	-1	4	-6	2	4	-6	1	-4	7
O=C(O)c1cccc(N/N=C/c2cccs2)c1	8	-5	8	9	0	4	-5	1	6	5
COC(=O)c1ccc(C)c(NC(=O)CN(c2ccccc2)S(=O)(=O)N(C)C)c1	-5	-4	1	-1	3	-2	-1	1	0	0

Five structures already listed, ordered by molar mass, rising.
SMILES	rCAG binder	MBD2 inh	TCR-CD3 inh	PRMT1 FP inh	HTRA1 inhibitor	SIAE inh	TDP2 absorb	GC-B act	ABHD4 inh	LEDGF integ inh
CC(NC(=O)/C(C#N)=C/c1ccco1)c1ccccc1 (centres undefined)	3	-3	-4	6	-2	-3	-13	-2	4	-8
Cc1ccc(C2(C)NC(=O)N(CC(=O)NC(=O)NCCC(C)C)C2=O)cc1 (centres undefined)	-7	1	3	-1	3	17	-6	2	1	4
CCCN(CCC)C(=O)C1CCCN(S(=O)(=O)c2ccc3c(c2)oc(=O)n3C)C1 (centres undefined)	-5	5	2	-6	-1	2	-9	0	5	0
COc1ccc(C(=O)Nc2cccc(NC(=O)c3ccc(OC)cc3OC)n2)c(OC)c1	2	-1	-2	3	-5	-3	6	-3	-1	-1
Cc1c(NC(=O)C(C)OC(=O)c2cccc(S(=O)(=O)N3CCOCC3)c2)c(=O)n(-c2ccccc2)n1C (centres undefined)	-3	4	4	-2	/	9	23	5	-2	0

Reformatted bar-delimited: entries from further up
Structure | rCAG binder | MBD2 inh | TCR-CD3 inh | PRMT1 FP inh | HTRA1 inhibitor | SIAE inh | TDP2 absorb | GC-B act | ABHD4 inh | LEDGF integ inh
COc1ccccc1OCC(=O)OC/C(O)=C(\C#N)c1nc2ccccc2[nH]1 | 12 | 0 | -3 | -2 | 14 | 1 | -2 | -3 | 17 | 1
COC(=O)c1ccc2nc(-c3ccc(C#N)cc3)c(Cc3ccsc3)n2c1 | 14 | 5 | -5 | 4 | / | -4 | 2 | 17 | 2 | 0

The listing continues:
SMILES	rCAG binder	MBD2 inh	TCR-CD3 inh	PRMT1 FP inh	HTRA1 inhibitor	SIAE inh	TDP2 absorb	GC-B act	ABHD4 inh	LEDGF integ inh
COc1cccc(C(=O)N[C@H](C(=O)N2CCC[C@H]2C(=O)NCCc2ccccc2Cl)C(C)C)c1	-2	3	6	-2	/	0	-1	-4	-2	1
Cc1nnc(NC(=O)CSc2ncnc3c2cnn3-c2ccccc2C)s1	-2	4	-5	2	1	-3	1	4	1	-3
Cc1nn2c(C)c(C(=O)Nc3ccccc3)cnc2c1-c1ccccc1	0	0	1	-1	-25	-6	0	-8	-10	2
O=C(Nc1ccccc1)Nc1cccc2cccnc12	8	6	-6	10	-63	-10	-13	-5	-60	0
CC(C)(C)C(=O)Nc1sc2c(c1C#N)CCC2	1	-5	8	-3	2	8	2	1	3	4
CCNC(=S)NNC(=O)C(c1ccccc1)c1ccccc1	-1	-5	5	-1	-6	1	-3	-7	1	2
CCC(=O)N1CCN(c2ccc(Cl)cc2NC(=O)c2ccc(Br)o2)CC1	-1	-1	4	-2	-4	0	0	-4	4	0
COc1cccc(CNc2nc3nc(C)c(Cl)c(=O)n3[nH]2)c1	4	4	5	2	5	10	6	2	3	-1
Nc1nc(-c2ccccc2)nn1S(=O)(=O)c1ccccc1	-1	6	-3	0	-25	-2	4	-2	0	0
CN(Cc1cn(-c2ccccc2)nc1-c1ccc(Cl)cc1)C(=O)CCC(=O)O	9	-1	-1	-2	5	-2	6	0	0	-3
CC(C)c1nc(SCC(=O)Nc2ccc(N3CCOCC3)cc2)c2ccccc2n1	0	2	-6	14	8	-4	-5	9	-1	-1
COC(=O)CCC(=O)N1CCCC(CO)(Cc2ccccc2)C1 (centres undefined)	-5	3	4	-1	4	0	2	-2	0	-3
CC1(c2ccccc2Cl)NC(=O)N(CC(=O)NC(=O)NCc2ccco2)C1=O (centres undefined)	7	-1	-5	5	5	-1	-6	5	-7	0
Cc1c(OCC(=O)N[C@@H](Cc2ccccc2)C(=O)O)ccc2c3c(c(=O)oc12)CCC3	30	-2	7	0	0	-2	4	13	-4	-2
O=c1c(Oc2ccccc2)coc2cc(O)cc(O)c12	4	4	-7	2	-4	-1	-4	0	-2	0

The list is partial. The share of hits here may be higher or lower than overall.
